# USP1 inh: inhibitors of human USP1/UAF1 deubiquitinase; O94782; recombinant USP1/UAF1, Ub-Rhodamine cleavage fluorescence; Potency, µM (titrated, usually from 57.1 µM), inactives show at the top dose activity change, negative = inhibition, hits mostly inhibitors; actives 0.23% (n = 390,000); AID 743255; further: potency means the concentration at half of the fitted maximal effect; on the % scale 0 is the no-effect control and ±100 the full control effect; nearly all actives have a fitted effect of over 60% in size; inactives centre near -12
# Target sequence (O94782 whole entry, looked up): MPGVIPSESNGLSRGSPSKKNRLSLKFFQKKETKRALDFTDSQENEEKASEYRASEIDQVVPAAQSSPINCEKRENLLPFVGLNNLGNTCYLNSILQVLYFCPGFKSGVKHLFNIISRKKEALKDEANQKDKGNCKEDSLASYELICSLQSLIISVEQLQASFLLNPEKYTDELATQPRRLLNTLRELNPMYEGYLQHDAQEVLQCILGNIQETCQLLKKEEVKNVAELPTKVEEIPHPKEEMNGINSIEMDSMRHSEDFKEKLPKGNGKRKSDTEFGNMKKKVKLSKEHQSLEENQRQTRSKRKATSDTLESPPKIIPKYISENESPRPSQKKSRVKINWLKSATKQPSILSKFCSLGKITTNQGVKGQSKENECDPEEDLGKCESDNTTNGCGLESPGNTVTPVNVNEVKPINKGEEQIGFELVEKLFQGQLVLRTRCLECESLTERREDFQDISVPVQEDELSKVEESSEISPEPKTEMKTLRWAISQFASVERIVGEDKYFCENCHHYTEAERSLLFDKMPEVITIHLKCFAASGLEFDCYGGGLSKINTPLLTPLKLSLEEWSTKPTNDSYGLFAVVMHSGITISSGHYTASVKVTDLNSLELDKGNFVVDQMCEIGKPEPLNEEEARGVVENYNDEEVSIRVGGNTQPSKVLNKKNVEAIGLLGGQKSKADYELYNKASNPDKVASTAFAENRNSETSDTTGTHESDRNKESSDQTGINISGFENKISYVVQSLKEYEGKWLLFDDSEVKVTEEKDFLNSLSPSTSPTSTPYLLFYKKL
#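 USP1/UAF1 complex (1 nM) preincubated 15 min at room temperature with compound, then Ub-Rho substrate (150 nM final) added. Kinetic fluorescence at 480/540 nm over 6 reads at 60 s intervals; 50 mM HEPES pH 7.8, 0.5 mM EDTA, 0.1 mg/ml BSA, 1 mM TCEP, 0.01% Tween-20.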
# RGS4 inh: inhibitors of human regulator of G protein signaling 4 | P49798 | Potency, µM (top dose mostly 114 µM), without a hit: top-dose activity change, negative = inhibition, hits mostly inhibitors | Transcreener GDP fluorescence polarization, RGS4-accelerated GTP hydrolysis | AID 504845 | actives 0.039% (n = 390,000); further: potency means the concentration at half of the fitted maximal effect; on the % scale 0 is the no-effect control and ±100 the full control effect; nearly all actives have a fitted effect of over 75% in size; some results filed as inactive show a strong effect at the top dose
# Target sequence (P49798 whole entry, looked up): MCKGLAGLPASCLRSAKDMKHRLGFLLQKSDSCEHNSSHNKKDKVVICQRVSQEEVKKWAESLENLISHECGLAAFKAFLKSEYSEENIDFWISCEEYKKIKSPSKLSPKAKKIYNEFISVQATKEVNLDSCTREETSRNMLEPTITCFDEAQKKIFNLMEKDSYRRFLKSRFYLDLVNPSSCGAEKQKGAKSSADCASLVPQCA
#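 MLSMR compounds (23 nl, pin-transferred) preincubated 10 min at room temperature with a 500nM (2x) first reagent, then RGS4 at 900nM (2x) plus Transcreener GDP mix added; fluorescence polarization (620/688 nm) read before and after 90 min at 30 °C.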
# Glioma ERSR ind: ER stress response induction in glioma. U87-MG GRP78 promoter luciferase reporter, 16 h. Potency, µM, for the others: at the highest dose activation, usual class: activators. actives 0.02% (n = 420,000); further: potency means the concentration at half of the fitted maximal effect; series mostly up to about 76 µM; % of control where 0% means no effect; nearly all actives have a fitted effect of over 35% in size
#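 Stably transfected U87-MG glioma cells carrying a GRP78-based luciferase sensor; 16 h compound incubation. Luminescence end-point read 10 min after Bright-Glo addition at room temperature.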
# TrxR1 substrate: rat thioredoxin reductase 1 substrate activity | O89049 | purified TrxR1 substrate turnover, NADPH consumption readout | Potency, µM (series often up to 114 µM), for inactives: top-dose activity change, negative = substrate turnover | actives 0.01% (n = 390,000) | AID 588456; further: potency means the concentration at half of the fitted maximal effect; on the % scale 0 is the no-effect control and ±100 the full control effect; nearly all actives have a fitted effect of over 50% in size
#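 Rat TrxR1, dispensed at 90 nM, was prereduced with 400 uM NADPH (final) for 5 min at ~22 deg C, then incubated with compound 15 min before 400 uM selenite. A first-read NADPH fluorescence drop versus no-compound background flagged substrates.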
# Vif-APOBEC3F blk: Vif-A3F binding inhibition; HeLa A3F-eYFP + Vif (tagged APOBEC3F with the HIV-1 protein that degrades it), YFP fluorescence increase; Potency, µM (doses to about 46.1 µM), for the others: at the top dose activity, negative = active; actives 0.2% (n = 390,000); AID 602313; further: potency means the concentration at half of the fitted maximal effect; % of control where 0% means no effect; nearly all actives have a fitted effect of over 65% in size
#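 Fluorescence increase (Ex 488/Em 500-530) after overnight compound treatment at 37 deg C flags inhibition of Vif-driven A3F-eYFP loss in stable HeLa A3F-eYFP/Vif cells seeded overnight beforehand.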
# IDH1 R132H inh: blocks human mutant IDH1 R132H enzyme; O75874; IDH1-R132H enzyme, NADPH consumption, diaphorase/resazurin fluorescence; Potency, µM (top dose mostly 76.6 µM), for inactives: top-dose activity change, negative = inhibition, most hits filed as inhibitors; actives 0.093% (n = 390,000); further: potency means the concentration at half of the fitted maximal effect; on the % scale 0 is the no-effect control and ±100 the full control effect; nearly all actives have a fitted effect of over 65% in size
#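 IDH1-R132H (0.5 ug/mL) preincubated 30 min with compound, then NADPH (0.016 mM) and alpha-KG (2 mM) added; 80 min at RT, pH 7.5. Remaining NADPH coupled via diaphorase/resazurin to fluorescence (540/590 nm); concentration-response curves normalized to no-enzyme control.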
# Vif-A3G inh: inhibitors of Vif-APOBEC3G interaction; Q9HC16; HeLa A3G-eYFP + Vif (tagged APOBEC3G with the HIV-1 protein that degrades it), YFP fluorescence, overnight; Potency, µM (top dose mostly 46.1 µM), inactives show at the top dose activity, negative = active, hits mostly inhibitors; actives 0.076% (n = 410,000); AID 602310;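 further: potency means the concentration at half of the fitted maximal effect; on the % scale 0 is the no-effect control and ±100 the full control effect; nearly all actives have a fitted effect of over 60% in size; hits raise eYFP signal because A3G escapes Vif-driven loss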
#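 Read-out is eYFP fluorescence (Ex 488/Em 500-530) from Vif-expressing HeLa A3G-eYFP cells; more signal means A3G escaped Vif-mediated degradation. Cells plated overnight, compound pinned in, incubated overnight at 37 deg C.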
# TrxR1 inh: inhibitors of rat thioredoxin reductase 1 | O89049 | Potency, µM (doses to about 114 µM), for the others: top-dose activity change, negative = inhibition, usual class: inhibitors | recombinant rTrxR1, NADPH fluorescence consumption, selenite substrate | actives 1% (n = 390,000); further: potency means the concentration at half of the fitted maximal effect; on the % scale 0 is the no-effect control and ±100 the full control effect; nearly all actives have a fitted effect of over 65% in size
#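 Rat TrxR1 (90 nM in the dispensed reagent) was pre-reduced with 400 uM NADPH for 5 min at room temperature, then incubated with compound for 15 min. After 400 uM selenite was added, NADPH fluorescence (Ex 340/Em 450 nm) was followed for 8 min.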
# LDHA block: inhibitors of human lactate dehydrogenase A | P00338 | purified LDHA, NADH/diaphorase-resazurin fluorescence; active compounds read low | activity change, % (values are at about 110 or 230 µM) | actives 0.15% (n = 480,000) | AID 1347041; in the data active means activity change below about -30%; inconclusive means mostly about -25% to -30%;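 further: plate controls were DMSO wells for no effect and wells without enzyme for full effect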
#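 Enzyme activity of human lactate dehydrogenase 5 (2 nM; 0.06 mM NADH, 0.2 mM pyruvate, 5 min, RT) is measured via a resazurin/diaphorase fluorescence readout of residual NADH.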
# * = called active by the depositor; ? = inconclusive; . = no result given; & = joins results of further samples; [ ] = dose if it differs, or a comment. Unless noted, the call rests on the fitted dose curve; in most records, active means well fitted curve in the direction sought with a large enough effect; inconclusive means small, poorly fitted or top-dose-only effect, or another doubt; inactive means no such curve, though single readings can be large; an effect the other way counts as inactive or inconclusive.
SMILES,USP1 inh,RGS4 inh,Glioma ERSR ind,TrxR1 substrate,Vif-APOBEC3F blk,IDH1 R132H inh,Vif-A3G inh,TrxR1 inh,LDHA block
COC(=O)CCCCNC(=O)Nc1ccccc1,-4%,22%,2%,-4%[57.1 µM],-1%,-8%,0%,-2%[57.1 µM],-1
Cc1cc(C)cc(NC(=O)CSCc2cc(=O)c3ccc(C)c(C)c3[nH]2)c1,-10%,-33%,-3%,6%[57.1 µM],3%,0%,2%,23%[57.1 µM],4
Cc1cccc(NC(=O)CO/N=C/c2ccc3c(c2)OCO3)c1,-11%,15%,5%,-7%,-1%,3%,4%,-5%,-1
Cc1ccc(NS(=O)(=O)c2ccc3c(c2)[C@H]2C=CC[C@H]2[C@@H](c2ccc(F)cc2)N3)cc1C,-12%,-14%,-4%,3%,0%,16%,-14%,?,-6
CN(C(=O)CSc1nnc(N)s1)c1c(N)n(Cc2ccccc2)c(=O)[nH]c1=O,-10%,-43%,-5%,9%[57.1 µM],-3%,4%,0%,4%[57.1 µM],-4
C/C(=N/NS(=O)(=O)c1ccccc1)c1ccc(NC(=O)C(F)(F)F)cc1,-4%,12%,-4%,5%,4%,5%,1%,9%,-4
O=C(CSc1nccn1Cc1ccccc1)NCc1ccccc1,?,11%,0%,12%[57.1 µM],-9%,3%,0%,12%[11.4 µM],-12
CCS(=O)(=O)N1CCC2(CC1)OC(=O)C(C)=C2C(=O)NCc1ccc(OC)c(OC)c1,0%,-6%,-1%,8%[57.1 µM],-2%,-20%,7%,17%[57.1 µM],0
Cc1ccc(SCC(=O)Nc2ccc3c(c2)C(=O)N(C)C3=O)cc1,-14%,14%,2%,2%,4%,0%,2%,30%,-1
O=C(O)c1ccc(COc2ccc([N+](=O)[O-])cc2)o1,-28%,17%,1%,-8%,-5%,-1%,-3%,-14%,-11
Cc1ccc(/C=c2/sc3n(c2=O)CCCN=3)o1,-24%,-42%,-5%,-12%,0%,0%,-2%,?,11
O=C(NCc1ccccc1)C1CNCC(C(=O)NCc2ccccc2)C1 (stereo not given),-20%,.,-3%,.,1%,-4%,1%,.,-1
CC(C)(C)NC(=S)NCCc1ccccc1,-11%,-46%,-2%,-1%,-5%,4%,2%,-17%,-7
CCCCCCCCNCCS(=O)(=O)NC1CCCCC1,-28%,-17%,-8%,1%,-5%,8%,2%,-5%,2
Cc1c(NS(=O)(=O)c2ccc(N(C)C3CCCCC3)c([N+](=O)[O-])c2)c(=O)n(-c2ccccc2)n1C,-13%,-12%,-5%,-9%,-15%,8%,-2%,-10%,-9
Cc1cc(C(=O)NCc2cccnc2)no1,0%,-15%,-3%,2%,-10%,5%,3%,17%,-3
CCOc1cc(N2CCOCC2)c(OCC)cc1NC(=O)c1cccc(S(=O)(=O)N2CCOCC2)c1,-10%,4%,0%,12%[57.1 µM],16%,2%,0%,11%[11.4 µM],14
CC1CC(C)CN(C(=O)c2cc3c(s2)CCC3)C1 (stereo not given),-11%,-12%,-1%,-7%,2%,14%,1%,-4%,-2
COC(=O)CC1C(=O)NCCN1C(=O)c1ccc([N+](=O)[O-])cc1 (stereo not given),-17%,-15%,-6%,10%,-4%,0%,0%,21%,-2
COc1ccc(-c2c(C)sc(NC(=O)c3ccnn3C)c2C#N)cc1,-13%,-29%,-1%,8%[57.1 µM],-3%,1%,-2%,-1%[57.1 µM],-7
Cc1ccc(S(=O)(=O)N2CCN(C(=O)c3cc(S(=O)(=O)N(C)C)ccc3N3CCCC3)CC2)cc1,-13%,3%,1%,-5%[57.1 µM],-1%,0%,2%,-4%[57.1 µM],-11
Cc1ccc(CCNC(=O)c2ccc3c(=O)n(-c4ccccc4)c(=O)[nH]c3c2)cc1,-16%,-7%,2%,4%,2%,-16%,3%,34%,0&0
CN(CC(=O)Nc1ccc(Cl)c(Cl)c1)C(=O)C12CC3CC(CC(C3)C1)C2,-10%,13%,-3%,-3%,4%,5%,-1%,-1%,3
Cc1cc(C)nc(/N=C(\N)Nc2cccc([N+](=O)[O-])c2)n1,-21%,23%,0%,3%,10%,2%,-3%,4%,-9
CC1=C(C(=O)Nc2ccc(CC(=O)NCc3ccccc3C)cc2)SCCO1,-24%,-9%[56.9 µM],10%,-2%,3%,0%,-27%,7%,-5
COC(=O)c1cc(OC)c(OC)cc1NC(=O)Nc1ccccc1OC,-23%,-2%,-1%,21%,-3%,9%,0%,-32%,0
O=C(C1CCC1)N1CCc2cc(S(=O)(=O)NCc3ccc(F)cc3)ccc21,?,-49%,-3%,4%,-3%,-9%,-2%,21%,-3
O=C(CNC(=O)c1cccs1)NCC(=O)OCc1c(Cl)cccc1Cl,-2%,-16%,0%,-5%,0%,0%,3%,12%,-3
CC(OC(=O)C1=COCCO1)C(=O)Nc1cccc(S(=O)(=O)N2CCOCC2)c1 (stereo not given),-16%,-20%,-4%,1%,0%,-3%,1%,-1%,-8
O=C(NCc1ccco1)/C(=C/c1cccnc1)NC(=O)c1cccc(Br)c1,-14%,22%,-3%,1%,-6%,-4%,0%,-13%,0
CCOC(=O)c1c(NC(=O)CSc2nc3c(c(=O)n(C)c(=O)n3C)n2CC)sc(C)c1C,-5%,23%,-5%,4%,1%,0%,0%,22%,-12
O=Cc1ccccc1-c1cn(CN2C(=O)c3ccccc3C2=O)nn1,12%,8%,-3%&-2%,18%[57.1 µM],0%,15%,1%&3%,21%[57.1 µM],-6
COc1cccc(Nc2nc3ccc(C(=O)c4ccccc4)cc3n3c(C)nnc23)c1,-19%,-7%,-3%,0%,1%,-10%,-1%,5%,2
Cc1cc([N+](=O)[O-])nn1Cc1ccc(C(=O)N/N=C/c2ccccc2)cc1,-4%,1%,4%,8%,2%,3%,0%,?,-5
Cc1ccc(Cc2c(C)nc3nc(SCC(=O)NC4CCC(C)CC4)nn3c2C)cc1 (stereo not given),?,18%,0%,12%[57.1 µM],2%,5%,3%,25%[57.1 µM],3
COc1cc(NC(=O)c2ccccc2Cl)c(OC)cc1NC(=O)CN1CCCCC1,-7%,-6%,0%,6%,-1%,14%,-9%,16%,-2
Cc1ccc(CNC(=O)C(Cc2ccccc2)NS(=O)(=O)c2ccc(Br)s2)cc1 (stereo not given),-11%,-13%,-7%,3%,-4%,5%,0%,2%[57.1 µM],-1
O=C(c1cc(Br)c[nH]1)N1CCSCC1,-26%,-6%,4%,2%,14%,-14%,0%,7%,-6
CCn1cc2nc(SCC(=O)Nc3ccccc3F)n(Cc3ccccc3)c(=O)c2n1,-26%,11%,0%,-1%,-5%,-3%,-7%,25%,-12
COC(=O)c1ccc(S(=O)(=O)NCc2ccco2)n1C,-9%,-10%,5%,-2%[57.1 µM],1%,9%,8%,-4%[57.1 µM],-3
Cc1cccc(C)c1NC(=O)NC1(C(=O)NCCN2CCOCC2)CCCCC1,-4%,4%,-2%,-7%,10%,7%,1%,16%[57.1 µM],-4
COc1cc(C2Nc3cc(Cl)c(S(N)(=O)=O)cc3S(=O)(=O)N2)cc(OC)c1OC (stereo not given),-13%,-30%,-5%,9%[57.1 µM],8%,8%,0%,-11%[57.1 µM],-6
Cc1nnc2sc(COc3ccccc3)nn2c1=O,-17%,-47%,-5%,-5%,1%,0%,-4%,-21%,-1
Cc1ccc(C(=O)NC(=S)Nc2ccc3[nH]c(=O)[nH]c3c2)cc1C,5%,11%,-4%,5%[57.1 µM],-4%,4%,1%,3%[57.1 µM],1
COc1cc(C(=O)N2CCNC(=O)C2CC(=O)Nc2ccc(C)c(C)c2)cc(OC)c1OC (stereo not given),-31%,-3%,-1%,0%,-9%,1%,-3%,12%,-2
CCCCn1c(=N)n(CC(=O)C(C)(C)C)c2ccccc21,?,-24%,-5%,-5%,-4%,0%,0%,13%,-1
CCOC(=O)C1CCCN(C(=O)c2cc(-c3ccccc3)nc3ccccc23)C1 (stereo not given),-14%,6%,-3%,6%[57.1 µM],3%,-6%,2%,17%[57.1 µM],-3
CCOC(=O)c1sc(NC(=O)c2ccco2)nc1-c1ccccc1,-2%,16%,-3%,12%,-16%,12%,2%,9%,-9
Cc1ccc(OCC(=O)Nc2ccc3c(c2)OC(F)(F)O3)c([N+](=O)[O-])n1,-8%,0%,0%,-4%,-4%,3%,-3%,3%,-7
COc1cc(NC(=O)c2ccc(C)cc2)ccc1NC(=O)c1cc2ccccc2o1,-21%&-16%,11%&9%,-5%&-3%,21%[57.1 µM],-17%&-8%,-3%&-17%,3%&0%,17%&12%,-7&-10
Nc1cc(=O)[nH]c(=S)n1-c1ccccc1,-6%,0%,-1%,-2%[57.1 µM],-12%,-5%,-4%,-13%[57.1 µM],0
COc1ccccc1NC(=O)CCSc1nnc(-c2ccc(O)cc2)o1,-20%,3%,0%,-2%[57.1 µM],-18%,6%,4%,-6%[57.1 µM],0

# Assay outcomes (PubChem BioAssay)

# Only part of the results is shown (hit frequency here may not be typical).
